ERG Ets-DNA blk = inhibitors of human ERG Ets domain-DNA interaction; AID 624246; Potency, µM (series often up to 76.9 µM), inactives show at the highest dose FP activity, negative = inhibition, most hits filed as inhibitors; fluorescence polarization, His-ERG Ets domain / labelled DNA; actives 0.028% (n = 370,000); P11308; active means well fitted inhibition curve with a large enough effect in the polarisation, with a control signal flat; inconclusive means small, poorly fitted or top-dose-only effect, or effect the other way, or a change in a side signal; inactive means no such curve, though single readings can be large or run the other way; the % refers to the polarisation;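 further: polarization taken with two DNA probes labelled with fluorescein and Texas red; potency means the concentration at half of the fitted maximal effect; % of control where 0% means no effect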
Target sequence (P11308 whole entry, looked up, the tested form may be a part): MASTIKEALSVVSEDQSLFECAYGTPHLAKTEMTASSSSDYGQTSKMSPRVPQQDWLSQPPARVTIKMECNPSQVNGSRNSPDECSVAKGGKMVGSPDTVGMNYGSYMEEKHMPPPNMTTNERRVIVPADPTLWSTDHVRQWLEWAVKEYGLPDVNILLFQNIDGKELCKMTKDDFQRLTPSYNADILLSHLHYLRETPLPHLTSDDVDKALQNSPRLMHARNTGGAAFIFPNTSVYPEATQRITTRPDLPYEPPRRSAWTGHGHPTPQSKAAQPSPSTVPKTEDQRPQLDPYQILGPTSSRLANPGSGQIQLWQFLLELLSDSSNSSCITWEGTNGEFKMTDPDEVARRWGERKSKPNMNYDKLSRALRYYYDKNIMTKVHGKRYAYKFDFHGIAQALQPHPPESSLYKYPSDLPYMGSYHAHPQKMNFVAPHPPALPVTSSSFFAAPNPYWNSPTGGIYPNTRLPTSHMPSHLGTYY
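His-tagged ERG Ets domain (1 uM in the protein solution; 300mM KCl, 50mM Tris-HCl, 1mM EDTA, 1mM DTT, pH 7.5) received compound, then a probe mix of 5 nM fluorescein-DNA and 100nM Texas-615-DNA. Fluorescence polarization was read for both dyes.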
GLS inh = inhibitors of human glutaminase (GLS); Potency, µM (highest dose often 45.5 µM), for inactives: at the top dose activity change, negative = inhibition, hits mostly inhibitors; O94925; GLS enzymatic activity, qHTS titration; AID 624170; actives 0.21% (n = 410,000); further: potency means the concentration at half of the fitted maximal effect; on the % scale 0 is the no-effect control and ±100 the full control effect
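Two-point fluorescence kinetic (t0, 30 min RT) for hKGA; glutamate detected via glutamate oxidase–HRP–Amplex Red. Substrate: 1 mM L-glutamine solution; buffer 45 mM KH2PO4, pH 8.2.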
G9a block = G9a (human) methyltransferase inhibition; Q96KQ7; Potency, µM (highest dose often 102 µM), for the others: at the top dose activity, negative = inhibition, hits mostly inhibitors; actives 8.8% (n = 350,000); G9a H3K9 monomethylation, AlphaScreen, 2 h; further: potency means the concentration at half of the fitted maximal effect; on the % scale 0 is the no-effect control and ±100 the full control effect; nearly all actives have a fitted effect of over 75% in size
Target sequence (Q96KQ7 913-1193 limits assumed): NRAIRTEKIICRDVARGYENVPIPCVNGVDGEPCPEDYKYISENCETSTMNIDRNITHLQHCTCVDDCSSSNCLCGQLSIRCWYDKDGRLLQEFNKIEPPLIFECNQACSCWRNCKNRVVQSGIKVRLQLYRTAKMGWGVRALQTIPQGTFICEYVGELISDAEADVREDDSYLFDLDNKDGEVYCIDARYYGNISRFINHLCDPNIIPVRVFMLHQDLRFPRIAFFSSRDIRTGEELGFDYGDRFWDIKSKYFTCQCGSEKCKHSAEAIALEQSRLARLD
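G9a (20 nM) preincubated 15 min RT with compounds, then 500 nM biotinylated H3K9 peptide and 20 uM SAM added; 2 h RT reaction. Monomethyl-H3K9 product detected by AlphaScreen with anti-H3K9me1 antibody, streptavidin donor and anti-rabbit IgG acceptor beads.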
Tb PGK inh = T. brucei PGK inhibition. PGK/GAPDH coupled, Kinase-Glo luminescence, 60 min. Potency, µM (doses to about 57.5 µM), without a hit: at the top dose activity change, negative = inhibition, usual class: inhibitors. P07378. actives 0.043% (n = 380,000); further: potency means the concentration at half of the fitted maximal effect; on the % scale 0 is the no-effect control and ±100 the full control effect; nearly all actives have a fitted effect of over 60% in size
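Luminescent ATP detection (Kinase-Glo Plus) follows a 60-minute room-temperature incubation, with wells lacking PGK as controls. Buffer: 100 mM TEA (pH 7.6), 5 mM MgCl2, 0.01% Tween-20. Coupling enzyme GAPDH (100 nM final) supplies unstable 1,3-BPG in-well.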
PI4K2A inh = PI4K2A (human) kinase inhibition; purified PI4K2A, ADP-Glo luminescence, 1 h; active compounds read low; activity change, negative = inhibition, % at 76.9 µM; actives 0.13% (n = 420,000); in the data active means activity change below about -50%; inconclusive means mostly about -30% to -49%;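 further: -100% = wells without enzyme as full effect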
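ADP-Glo luminescence measured ADP generated by PI4K2A enzyme (4 ug/mL before mixing) with 1.2 mM PI substrate (pre-mix) and 300 microM ATP (pre-mix). Tris pH7.5 buffer with MgCl2, Triton X-100; 1 h reaction at ambient temperature.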
HP1b binding inh = inhibitors of HP1-beta chromodomain binding to methylated histone tails; P83916; AlphaScreen HP1-beta / biotin-H3K9me3 peptide binding; Potency, µM (top dose mostly 114 µM), without a hit: top-dose activity change, negative = inhibition, usual class: inhibitors; actives 0.56% (n = 390,000); further: potency means the concentration at half of the fitted maximal effect; nearly all actives have a fitted effect of over 70% in size; inactives centre near 23
Target sequence (P83916 whole entry, looked up): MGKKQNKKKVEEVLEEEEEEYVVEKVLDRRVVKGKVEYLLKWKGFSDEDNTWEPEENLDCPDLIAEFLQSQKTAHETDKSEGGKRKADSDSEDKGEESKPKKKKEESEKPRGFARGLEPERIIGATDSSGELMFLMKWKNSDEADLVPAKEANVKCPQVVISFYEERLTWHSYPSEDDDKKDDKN
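AlphaScreen: HP1-beta (50 nM) preformed 30 min with biotin-H3(1-18)K9me3 peptide (50 nM) in PBS pH 7.4, 0.01% Tween-20. Compound added for 30 min at RT, then streptavidin donor/nickel chelate acceptor beads (10 ug/mL) for 30 min.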
Pin1 inhibitor = inhibitors of human Pin1. actives 0.009% (n = 390,000). Pin1 FP peptide displacement, HiFluor488, 10 min. AID 504891. Q13526. Potency, µM (doses to about 115 µM), for inactives: at the highest dose activity, negative = inhibition, hits mostly inhibitors; active means well fitted inhibition curve with a large enough effect in the polarisation, with a control signal flat, not every such curve was filed as active; inconclusive means small, poorly fitted or top-dose-only effect, or effect the other way, or a change in a side signal; inactive means no such curve, though single readings can be large or run the other way; the % refers to the polarisation; further: potency means the concentration at half of the fitted maximal effect; on the % scale 0 is the no-effect control and ±100 the full control effect
BAZ2B inh = blocks human BAZ2B | Q9UIF8 | AlphaScreen BAZ2B-H3K14Ac peptide displacement | Potency, µM (titrated, usually from 114 µM), without a hit: top-dose activity change, negative = inhibition, hits mostly inhibitors | actives 4.4% (n = 360,000); further: potency means the concentration at half of the fitted maximal effect; on the % scale 0 is the no-effect control and ±100 the full control effect; nearly all actives have a fitted effect of over 60% in size
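Compounds, titrated to a top concentration of 110 uM, were incubated 30 min at room temperature with preformed BAZ2B/acetyl-K14 H3 peptide complex (50 nM each). Proximity signal was measured by AlphaScreen after 20 min with beads.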
JMJD2A Tudor inh = blocks the human JMJD2A Tudor domain; O75164; AlphaScreen JMJD2A-Tudor / H3K4me3 peptide binding; Potency, µM (titrated, usually from 114 µM), for the others: at the highest dose activity change, negative = inhibition, usual class: inhibitors; actives 4.4% (n = 390,000); further: potency means the concentration at half of the fitted maximal effect; on the % scale 0 is the no-effect control and ±100 the full control effect; nearly all actives have a fitted effect of over 50% in size
Starred values were filed as active, the others as inactive; i = inactive; ? = inconclusive; · = not tested or not shown; & = joins results of further samples; [ ] = dose if it differs, or a comment. Unless noted, the call rests on the fitted dose curve; in most records, active means well fitted curve in the direction sought with a large enough effect; inconclusive means small, poorly fitted or top-dose-only effect, or another doubt; inactive means no such curve, though single readings can be large; an effect the other way counts as inactive or inconclusive.

SMILES	ERG Ets-DNA blk	GLS inh	G9a block	Tb PGK inh	PI4K2A inh	HP1b binding inh	Pin1 inhibitor	BAZ2B inh	JMJD2A Tudor inh
Cc1ccc(N=Nc2c(O)[nH]c(=O)[nH]c2=O)c([N+](=O)[O-])c1	7%	?	·	-5%	-4	27%	-8%	-1%	6%[57.1 µM]
CCOc1ccc(-c2c(C)n(-c3ccc(OCC)cc3)c3[n+]2CCCCC3)cc1	0%	0%	?	8%	6	3%	-3%	-18%	-20%
OCC[n+]1c2ccccc2nc2ccc(N3CCOCC3)cc21	-3%	-23%	·	-13%	-24	?	-9%	17%	-10%
O=S(=O)(Nc1ccc2[nH]ncc2c1)c1ccccc1Cl	10%	4%	22µM*	-5%	1	2%	-1%	?	-16%
Cc1c(NC(NC(=O)CF)C(Cl)(Cl)Cl)c(=O)n(-c2ccccc2)n1C (stereo not drawn)	5%	0%	-6%	4%	1	42%[activator]	0%	5%	-2%
COC(=O)C1=C(c2ccc(F)cc2OCc2ccccc2)C[C@@H]2CC[C@H]1N2C(=O)NCCOc1ccccc1	-2%	-3%	6%[2.33 µM]	8%	0	22%	?	-4%	-13%
CC1=CC(=C2C(=O)NC(=O)NC2=O)C=C(C(F)(F)F)N1C(C)C	-1%	18%	-18%[59 µM]	-2%	0	4%	0%	-2%	-9%
CCOC(=O)C(O)(c1ccc(N(CC)S(=O)(=O)c2ccc(C)cc2)cc1)C(F)(F)F (stereo not drawn)	-1%	-5%	?	0%	1	32%[activator]	?	9%	7%
COC(=O)C1=C(c2c(C)noc2C)C[C@@H]2CC[C@H]1N2C(=O)NCc1ccco1	-13%	-2%	-8%[2.33 µM]	-1%	0	33%	-22%	4%	-25%
CC1=CC(C)C2C(=O)N(CCC[N+](C)(C)C)C(=O)C2C1 (stereo not drawn)	2%	-1%	?	-6%	6	20%	-4%	-23%	-4%
COc1ccc(-[n+]2c(-c3ccccc3)cc(-c3ccc(C)cc3)cc2-c2ccccc2)cc1	16%	-14%	·	i	-4	39%	29%	-3%	-5%
C=CCn1c(O)c(C(C)=NCCCN(C)C)c(=O)[nH]c1=O	-8%	-12%	0%	-6%	-1	12%	-3%	0%	-9%
O=C(Oc1cncc(Cl)c1)c1sccc1Cl	1%	2%	·	-3%	21	73%[activator]	-9%	·	19%
COc1ccc(N2C(=O)NC(=O)C(CCc3ccncc3)(CCc3ccncc3)C2=O)cc1	·	16%	-11%[59 µM]	-3%	0	35%	?	-2%	-16%
CCCC(=O)OCC[N+](C)(C)C	-10%	-3%	8%&23%[59 µM]	13%	-3	46%[activator]	5%	3%	-10%
COCCn1c(SCc2ccccc2Cl)nc2c1c(=O)[nH]c(=O)n2C	1%	2%	?	-2%	7	-7%	5%	·	-20%
CCCC12CN3CCN(C1)CC(CCC)(C3)C2=O	3%	2%	11%	8%	1	8%	0%	0%	-9%
CCCCCCC(=O)N/N=C/c1c(O)n(C(C)CC)c(=S)[nH]c1=O (stereo not drawn)	8%	18%	-31%	3%	0	52%[activator]	25%	-15%	-27%
CCN(CCCl)c1cc(CN(C)C)cc(NC(=O)c2ccc(C(=O)Nc3cc(CN(C)C)cc(N(CC)CCCl)c3)cc2)c1	·	13%	·	5%	-1	10µM*	3%	·	13µM*
Cc1cccc(OP(=O)(Oc2cccc(C)c2)OC(c2ccccc2)C(F)(F)F)c1 (stereo not drawn)	-19%	-3%	170%[activator]	-5%	-4	212%[activator]	0%	102%[activator]	68%[activator]
O=C1C(Cl)=CC(=Nc2ccc(O)cc2)C=C1Cl	1%	9%	?	1%	-8	14µM*	-16%	32µM*	45µM*
CC(C)CCNC(=O)c1cc(C(=O)c2cc(Br)ccc2O)cn(CCC(C)C)c1=O	24%	10%	11%[59 µM]	-7%	-1	16%	?	-11%	-14%
CCOP(=O)(OCC)C(O)c1ccccc1 (stereo not drawn)	-3%	-1%	5%[59 µM]	7%	-1	58%[activator]	4%	-1%	-12%
NC1CCc2cc(O)c(O)cc2C1 (stereo not drawn)	-1%	?	1.5µM*	-8%	-1&-1	?	-2%	-4%	11µM*
CCC1(C)OC(c2ccccc2)=C/C(=C/C=C2C(=O)NC(=O)NC2=O)O1 (stereo not drawn)	126%[activator]	1%	50µM*	-16%	-13	-5%	?	40µM*	?
CCOc1ccc(S(=O)(=O)N(C)c2ccc(OCC(=O)N3c4ccc(C)cc4C4CN(C)CCC43)cc2)cc1 (stereo not drawn)	6%	3%	?	-3%	-4	35%	2%	-14%	-33%
CCOP(=O)(OCC)C(NC(=O)c1ccccc1)=C(Cl)Cl	·	1%	18%[59 µM]	i	-5	30%	0%	5%	-8%
Cc1nc2c(C(=O)N3CCC4(CC3)OCCO4)cnn2c(C)c1Cc1cccc(Cl)c1	-1%	0%	-38%	9%	0	33%	6%	·	-8%
CC(Cc1ccccc1)N1Cc2ccccc2C1 (stereo not drawn)	-6%	19%	14%[2.33 µM]	-1%	0	31%	-5%	-13%	-6%
O=C(COC(=O)Cc1ccccc1)NNC(=O)c1ccc([N+](=O)[O-])cc1	-1%	22%	15%[12.7 µM]	4%	2	34%[activator]	-2%	10%	-4%
CC(C)C[C@@H](CN(N=O)[C@@H](Cc1ccccc1)CN(C)N=O)N(CCc1ccccc1)N=O	15%	0%	0%[59 µM]	-7%	0	2%	-4%	?	?
c1ccc(CC2CCCCN2)cc1 (stereo not drawn)	-9%	-1%	·	-5%	1	15%	1%	4%	-17%
COC(=O)C1=C(c2ccc(C(C)=O)cc2)C[C@@H]2CC[C@H]1N2C(=O)NCc1ccc(C(F)(F)F)cc1	-7%	2%	-5%[2.33 µM]	-6%	-2	36%	-8%	0%	-25%
COc1ccc(OC(=O)N(C)C)c(CN(C)C)c1	2%	8%	-42%	i	3	33%	0%	-1%	-4%
COC(=O)C1=C(c2ccccc2OCc2ccccc2)C[C@@H]2CC[C@H]1N2C(=O)NCc1ccc(C(F)(F)F)cc1	0%	10%	4%[0.501 µM]	-5%	-3	21%	7%	3%	?
O=S(=O)(c1ccc(Cl)cc1)N1CN2CCN(C2)C1	-17%	-3%	-5%[12.7 µM]	-10%	-1	36%[activator]	-4%	?	-21%
CC1=CC(O)C(O)C2(C)C1CC1OC(=O)C(O)C3C(C)C(O)C4(O)OCC13C42 (stereo not drawn)	-5%	8%	·	4%	5	40%[activator]	-7%	·	-11%
CCCCC(=O)N/N=C/c1c(O)n(CCCC)c(=S)[nH]c1=O	-3%	3%	20%	i	-2	19%	5%	71µM*	-26%
O=c1c2ccccc2nc(Cc2ccccc2)n1-c1cccc(O)c1	6%	-13%	12%	-1%	2	23%	-9%	20%	-13%
O=[N+]([O-])c1ccc(N2CCCCCC2)c2nonc12	?	5%	-2%	2%	-5	11%	?	?	-16%
O=c1[nH]c(SCc2ccccc2Cl)nc2c1CCCC2	-1%	13%	-34%[59 µM]	5%	2	27%	5%	16%	-12%
Cc1cccc(-n2c(O)c(C=NC34CN5CN(CN(C5)C3)C4)c(=O)[nH]c2=O)c1	10%	10%	50µM*	2%	-3	49%[activator]	3%	-4%	-3%
Cc1cc([N+](=O)[O-])c2ccccc2[n+]1[O-]	2%	-4%	?	i	-3	34%	2%	-32%	-11%
CC(=O)c1ccc2c(c1)C1C(Cl)C(Sc3ccccc3[N+](=O)[O-])CC1C(c1ccccc1[N+](=O)[O-])N2 (stereo not drawn)	5%	5%	?	-11%	-5	-3%	40%[activator]	-35%	-30%
C1CCC2CCCCC2C1 (stereo not drawn)	5%	-3%	-19%[0.501 µM]	i	1	63%[activator]	12%	-2%	-5%
C[C@@H]1C(=O)O[C@H]2C[C@@]34[C@H]5C[C@@H](C(C)(C)C)[C@]36[C@@H](OC(=O)[C@@H]6O)O[C@@]4(C(=O)O5)[C@]21O	2%	2%	10%	-6%	-2	30%	-10%	8%	-3%
COC(=O)C(O)(c1ccc(N(C)C(=O)OC(C)C)cc1)C(F)(F)F (stereo not drawn)	8%	-2%	-9%[12.7 µM]	·	1	18%	0%	5%	-4%
CCC(=O)OC1(Cc2ccc(CC)cc2)CC(C)N(C)CC1C (stereo not drawn)	-3%	-1%	-4%	i	-6	37%	10%	-11%	-3%
NC1C2CN3CCN(C2)CC1(c1ccccc1)C3 (stereo not drawn)	-22%	-8%	4%	-8%	6	19%	-1%	-1%	2%
COc1ccc(N2CC2c2ccncc2)cc1 (stereo not drawn)	5%	6%	?	8%	3	24%	-3%	-17%	-16%
CN(Cc1ccccc1)C(=O)c1ccc(NC(=O)C2CCN(C(=O)OC(C)(C)C)CC2)cc1	5%	0%	·	-4%	3	-12%	-5%	·	?
Nc1c(C(=O)NCCCc2ccccc2)c2nc3ccccc3nc2n1Cc1cccs1	-9%	-4%	84%[activator][59 µM]	-4%	-6	67%	20%	45%[activator]	69%[activator]
O=C(O)C1Cc2ccccc2N2CCCC12 (stereo not drawn)	-5%	4%	40µM*	-11%	-7	83%[activator]	?	-24%	-19%

Only part of the results is shown, so the mix of outcomes need not match the whole.
